Bioassay records deposited in PubChem by several laboratories.
SUMO1 PPI mod – modulators of human SUMO1-mediated protein-protein interactions. P63165. SUMO1 binding to a labelled peptide, TR-FRET, 1 h. inhibition, % at 20 µM. 0.33% of 360,000 active; in the data active = inhibition above about 37%
DNMT1 inh – DNMT1 (human) enzyme inhibition; P26358; 0.83% of 360,000 active; DNMT1 molecular beacon, Hinp1I cleavage, fluorescence; inhibition (reported as % activation of signal), % at 10 µM; in the data active = inhibition above about 50%
Rin1 Abl inh – inhibitors of human Rin1-Abl protein interaction. P00519+Q13671. AID 588664. 0.4% of 360,000 active. TR-FRET Rin1/Abl binding, biochemical. inhibition, % at 7.35 µM; in the data active = inhibition above about 5%, passing the limit was not always enough
NadD block – inhibitors of Staphylococcus aureus NadD; purified NadD enzyme, colorimetric absorbance read-out; inhibition, % at 20 µM; 0.78% of 360,000 active; in the data active = inhibition above about 26%; also: some compounds past the cut are filed as inactive
LMPTP block – LMPTP (human) inhibition. 0.22% of 360,000 active. inhibition, % at 20 µM. recombinant LMPTP-A, OMFP fluorogenic substrate, fluorescence intensity. P24666. AID 651560;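 active = compounds that cut the enzyme signal by at least half of the control window in the single-dose screen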;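 also: plate controls were DMSO wells with enzyme plus substrate for no effect and substrate without enzyme for full effect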
Target sequence (P24666 whole entry, looked up): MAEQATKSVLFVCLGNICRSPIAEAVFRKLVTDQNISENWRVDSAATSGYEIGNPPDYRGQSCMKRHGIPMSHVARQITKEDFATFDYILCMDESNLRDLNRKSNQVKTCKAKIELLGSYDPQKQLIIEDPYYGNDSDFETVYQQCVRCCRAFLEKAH
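test system = LMPTP-A | amount = 0.625 nM LMPTP-A final | reagent = fluorogenic phosphatase substrate OMFP at 400 µM final | incubation = 50 min at room temperature | benchmarks = no-enzyme low control, uninhibited high control | medium = Bis-Tris pH 6.0, DTT, detergent | signal = fluorescence intensity of OMFP turnover product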
Neddylation inh – blocks human cullin neddylation; P61081+Q13564; 0.58% of 360,000 active; TR-FRET cullin neddylation, biochemical; calls only at 25 µM; in the data active = inhibition above about 36%
Target sequence (P61081 whole entry, looked up): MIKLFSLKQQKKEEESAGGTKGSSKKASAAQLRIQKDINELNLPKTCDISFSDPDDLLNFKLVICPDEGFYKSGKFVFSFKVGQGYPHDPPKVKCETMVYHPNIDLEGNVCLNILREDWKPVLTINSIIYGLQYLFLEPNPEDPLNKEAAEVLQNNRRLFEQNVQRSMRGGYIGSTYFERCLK
Target sequence (Q13564 whole entry, looked up): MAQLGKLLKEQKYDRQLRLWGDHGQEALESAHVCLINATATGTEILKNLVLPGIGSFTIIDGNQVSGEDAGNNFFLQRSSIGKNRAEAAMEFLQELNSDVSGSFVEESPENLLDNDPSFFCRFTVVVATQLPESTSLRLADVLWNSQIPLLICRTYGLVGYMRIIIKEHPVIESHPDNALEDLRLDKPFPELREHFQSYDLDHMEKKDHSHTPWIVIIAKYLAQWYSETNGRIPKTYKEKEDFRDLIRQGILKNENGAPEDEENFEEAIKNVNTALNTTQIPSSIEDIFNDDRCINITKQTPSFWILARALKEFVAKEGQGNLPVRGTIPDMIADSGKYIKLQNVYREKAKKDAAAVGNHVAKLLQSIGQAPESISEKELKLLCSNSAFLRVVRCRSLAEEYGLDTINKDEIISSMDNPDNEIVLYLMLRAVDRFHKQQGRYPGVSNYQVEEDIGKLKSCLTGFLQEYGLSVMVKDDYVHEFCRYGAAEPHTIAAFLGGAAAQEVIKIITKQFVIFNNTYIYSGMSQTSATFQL
Rpn11 block – inhibitors of human proteasome Rpn11. O00487. human 26S proteasome, Ub4-pepOG fluorescence polarization; 20S core pre-blocked with epoxomicin. calls only at 20 µM. 0.59% of 360,000 active;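 active = inhibition at 20 µM, scaled to each plate's controls, above about 33%, limit read from the data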
STEP block – STEP (human) phosphatase inhibition. P54829. recombinant STEP, OMFP fluorogenic substrate, fluorescence. inhibition, % at 20 µM. 0.25% of 360,000 active. AID 588621;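 active = inhibition at 20 µM, scaled per plate between control wells, above about 37%, limit read from the data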;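 also: 0% = DMSO with enzyme and substrate and 100% = substrate only without enzyme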
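Material: STEP (striatal-enriched tyrosine phosphatase) enzyme, cell-free | Medium: 50 mM Bis-Tris pH 6.0 with 2.5 mM DTT and 0.005% Tween 20 | Read-out: Percent inhibition scaled to no-enzyme and uninhibited-enzyme controls, plate-pattern corrected | Signal: Fluorescence read at 480 nm ex / 540 nm em | Times: 20 min reaction, room temperature, in the dark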
CSN inh – inhibitors of human CSN-mediated cullin deneddylation. Q92905. Purified CSN, SCF-Nedd8-OG deneddylation, fluorescence polarization. inhibition, % at 12.5 µM. 0.38% of 360,000 active;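 active = pattern-corrected inhibition above about 35%, with an unprinted fluorescence ratio check between 0.5 and 1.5, limit read from the data, passing the limit was not always enough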;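 also: 0% = enzyme with substrate and 100% = substrate without enzyme; some results filed as inactive read as strong as hits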
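Detection – fluorescence polarization · System – HEK293T-derived human Csn5 enzyme · Controls – substrate-only high control, full reaction low control · Timing – 90 min, room temperature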
Scp1 inh – blocks human Scp-1 phosphatase activity; inhibition, % at 20 µM; Q9GZU7; AID 493091; Recombinant Scp1, phosphopeptide, malachite green phosphate absorbance; 0.88% of 340,000 active;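 active = inhibition above about 50% at 20 µM, limit read from the data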;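 also: plate controls were DMSO wells with enzyme for no effect and wells lacking enzyme for full effect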
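System: SCP-1 catalytic domain; Reagent: Phospho 17-mer peptide substrate; Doses: one concentration, 20 µM, with 1.0% DMSO; Incubation: 45 min room-temperature reaction, 5 min colour, 30 min stabiliser; Signal: Phosphate-binding colour reagent, absorbance read at 630 nm.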
* hit, by the source's call; i = inactive; x = no result given; + = active, no number. No enrichment for hits, and some 3.8% of all compounds hit somewhere here.

1) O=C(COC(=O)c1ccc2ncsc2c1)Nc1cc([N+](=O)[O-])ccc1Cl
2) Cc1cccc(NC(=O)CCNC(=O)c2ccco2)c1C
3) COc1ccccc1NC(=O)C1=C(C)Nc2nc(CCCO)nn2C1c1cccnc1 (centres undefined)
4) Cc1cc(C(=O)NNC(=O)c2ccc(S(=O)(=O)N(C)C)cc2)c(C)o1
5) CCN(CC)S(=O)(=O)c1ccc(Cl)c(NC(=O)CSc2cccc[n+]2[O-])c1
6) COc1ccc(Oc2c(Cl)cnn(-c3ccc(Cl)c(Cl)c3)c2=O)cc1
7) CCN(C)c1cc2c(c3c1ccn3C)C1CCC2C1 (centres undefined)
8) COc1ccccc1C(=O)N/C(=C/c1ccc(Br)cc1)C(=O)NCC(=O)O

Screen / compound no.	1	2	3	4	5	6	7	8
SUMO1 PPI mod	3	4	4	-1	-3	-5	3	5
DNMT1 inh	3	1	0	4	2	9	5	0
Rin1 Abl inh	2	1	-6	2	-4	0	2	2
NadD block	-2	4	1	-5	-1	-7	1	0
LMPTP block	-0.7	0.3	0.3	-1.3	-0.8	-0.2	0.0	-0.9
Neddylation inh	i	i	i	i	i	i	i	i
Rpn11 block	i	i	i	i	i	i	i	i
STEP block	-2	-4	-1	-2	0	5	-1	0
CSN inh	0	2	1	-3	-3	3	-4	2
Scp1 inh	0	-4	-9	-8	20	-10	x	5

By substructure: the compounds so far containing sulfur
1) O=C(COC(=O)c1ccc2ncsc2c1)Nc1cc([N+](=O)[O-])ccc1Cl
4) Cc1cc(C(=O)NNC(=O)c2ccc(S(=O)(=O)N(C)C)cc2)c(C)o1
5) CCN(CC)S(=O)(=O)c1ccc(Cl)c(NC(=O)CSc2cccc[n+]2[O-])c1

Screen / compound no.	1	4	5
SUMO1 PPI mod	3	-1	-3
DNMT1 inh	3	4	2
Rin1 Abl inh	2	2	-4
NadD block	-2	-5	-1
LMPTP block	-0.7	-1.3	-0.8
Neddylation inh	i	i	i
Rpn11 block	i	i	i
STEP block	-2	-2	0
CSN inh	0	-3	-3
Scp1 inh	0	-8	20

Further results:
9) CN(C)c1ccc2c(=O)c3ccccc3oc2n1
10) NC(=O)c1ccc(SCC(=O)OCC(=O)N2CCCCC2)c([N+](=O)[O-])c1
11) COC(=O)c1c(C)[nH]c(C(=O)COC(=O)c2c(C)noc2C)c1C
12) CC(=O)c1ccc(OC(=O)CCc2ccccc2)cc1
13) Cn1ccnc1Sc1ccc(C(N)=O)cc1[N+](=O)[O-]
14) COc1ccc(-c2noc(N3CCCC(C(=O)Nc4ccccc4F)C3)n2)cc1 (centres undefined)
15) COc1cccc(NC(=O)COc2c(F)c(F)c(C(F)(F)F)c(F)c2F)c1
16) COc1ccc(CNC(=O)CN(CC2CCCO2)C(=O)CNS(=O)(=O)c2ccc(F)cc2)cc1 (centres undefined)

Screen / compound no.	9	10	11	12	13	14	15	16
SUMO1 PPI mod	0	-36	0	-3	-22	-2	-2	-4
DNMT1 inh	1	1	3	4	-2	-4	6	0
Rin1 Abl inh	1	5	5	0	0	-5	4	0
NadD block	-4	-5	0	0	-4	-9	-11	2
LMPTP block	1.2	-1.0	-0.7	2.6	-1.9	0.1	2.9	-0.4
Neddylation inh	+	i	i	i	i	i	i	i
Rpn11 block	i	i	i	i	i	i	i	i
STEP block	0	-2	-1	1	1	-1	0	1
CSN inh	3	1	4	2	3	1	1	-3
Scp1 inh	x	-6	1	-18	-7	-5	-13	-8

17) Cc1cc(C)c(-n2nnnc2SCC(=O)c2cc3ccccc3o2)c(C)c1
18) Cc1cc2nc3n(c2cc1C)CC1CC(C(=O)NCc2ccco2)N(C)C31 (centres undefined)
19) NC(=O)c1c(NC(=O)c2cccnc2)sc2c1CCCC2
20) Cc1ccc(NC(=O)c2ccc3c(c2)N(CC(=O)N2CCCCC2)C(=O)C(C)(C)O3)cc1
21) CN(CC(=O)Nc1cccc(F)c1)C(=O)c1cccc(S(=O)(=O)N2CCN(Cc3ccccc3)CC2)c1
22) Cc1cc(NC(=O)C(C)SCC(=O)N(Cc2ccccc2)c2ccccc2)no1 (centres undefined)
23) Cc1cc(C)n2nc(CCCO)nc2n1
24) CCCC1CC(CCc2ccccc2)OS(=O)(=O)N1 (centres undefined)

Screen / compound no.	17	18	19	20	21	22	23	24
SUMO1 PPI mod	1	2	-3	0	-130	-3	5	1
DNMT1 inh	0	4	8	-3	-45	2	1	5
Rin1 Abl inh	-5	-1	1	-3	5	-2	3	2
NadD block	-6	0	1	1	3	-4	4	-1
LMPTP block	2.6	0.4	5.5	-0.3	-6.7	-0.6	-1.2	0.5
Neddylation inh	i	i	i	i	i	i	i	i
Rpn11 block	i	i	i	i	i	i	i	i
STEP block	0	3	3	-3	-1	0	-2	-3
CSN inh	4	5	-7	-3	-6	-3	2	-3
Scp1 inh	0	-12	0	-13	x	1	2	-7

Overlap with the part before: 2 compounds, followed by the next part.
23) Cc1cc(C)n2nc(CCCO)nc2n1
24) CCCC1CC(CCc2ccccc2)OS(=O)(=O)N1 (centres undefined)
25) C[N+](C)(C)CCOc1ccc([N+](=O)[O-])cc1
26) Cc1ccc(Nc2c([N+](=O)[O-])c(=O)n(C)c3ccccc23)cc1
27) COc1ccc(NC(=O)CN(C)C(=O)c2ccc(N3CCCCC3)c([N+](=O)[O-])c2)cc1
28) CCO/C(C)=C1/SC(=S)NC1=O
29) CC1CCN(C(=O)c2ccccc2NC(=O)Cc2ccccc2)CC1
30) COc1cc2cc(C(=O)NC(C)c3cccc4ccccc34)c(N)nc2cc1OC (centres undefined)
31) CC(=O)c1csc(COc2ccc(Cl)cc2)n1
32) O=C(Cn1nnc(-c2ccc(CN3CCOCC3)cc2)n1)Nc1nc(-c2ccccc2)cs1

Screen / compound no.	23	24	25	26	27	28	29	30	31	32
SUMO1 PPI mod	5	1	-6	-9	-28	-10	-12	2	0	0
DNMT1 inh	1	5	-5	-1	-1	-1	1	x	3	-20
Rin1 Abl inh	3	2	0	0	-4	0	1	x	0	-1
NadD block	4	-1	0	-8	-6	0	-1	-3	-4	9
LMPTP block	-1.2	0.5	-1.2	0.8	0.4	-1.1	-0.6	4.5	-1.1	4.1
Neddylation inh	i	i	i	i	i	i	i	x	i	i
Rpn11 block	i	i	i	i	i	i	i	x	i	i
STEP block	-2	-3	2	0	4	-1	2	x	-1	6
CSN inh	2	-3	2	7	8	9	3	-3	-1	2
Scp1 inh	2	-7	-3	-3	-2	0	0	x	-8	0

33) CCN(CC)c1ccc(C(=O)OCC(=O)Nc2cc(C)on2)cc1
34) CCc1ccc(NC(=S)NCc2ccccc2)cc1
35) Fc1ccc(-c2csc(N3CCOCC3)n2)cc1
36) Cc1ccc(S(=O)(=O)NC2CC(C)(C)NC(C)(C)C2)cc1
37) Cc1cc(N/N=C/c2ccncc2)c([N+](=O)[O-])cc1[N+](=O)[O-]
38) CC(=O)C1=C(O)C(=O)N(CCNCCO)C1c1ccccc1 (centres undefined)
39) Cc1cccc(C)c1NC(=O)CSc1nc(COc2ccccc2)nc2ccccc12
40) ON1C(c2ccccc2)CC2(O)c3nonc3CCC12 (centres undefined)

Screen / compound no.	33	34	35	36	37	38	39	40
SUMO1 PPI mod	4	-2	-1	3	-12	-7	-3	-3
DNMT1 inh	1	5	3	2	7	-2	12	2
Rin1 Abl inh	-1	4	2	3	-1	1	-2	2
NadD block	0	-7	-1	1	-2	-4	2	-3
LMPTP block	0.4	-1.8	1.2	0.2	-0.9	-0.7	0.4	-0.1
Neddylation inh	i	i	i	i	i	i	i	i
Rpn11 block	i	i	i	i	i	i	i	i
STEP block	0	-1	-3	-2	-1	-9	-2	-3
CSN inh	5	-2	3	1	-1	1	2	0
Scp1 inh	8	-11	-10	-12	-6	-6	-3	-4

41) CCc1ccc(OCCOCC(O)CNC(C)CC)cc1 (centres undefined)
42) Cn1c(/C(C#N)=C(\O)CN2CCN(Cc3ccccc3)CC2)nc2ccccc21
43) COc1cccc(OCCNc2ccc([N+](=O)[O-])cn2)c1
44) O=c1c2ccccc2ncn1CCOc1ccccc1[N+](=O)[O-]
45) O=C1CC(NS(=O)(=O)c2cccs2)CN1c1cccc(F)c1 (centres undefined)
46) CCn1c(NC(C)=O)c(-c2ccccc2Cl)c(=O)c2ccccc21
47) O=[N+]([O-])c1ccc(S(=O)(=O)Nc2nnc(C(F)(F)F)s2)cc1
48) C#CCOC(=O)CCC(=O)NCCc1ccccc1

Screen / compound no.	41	42	43	44	45	46	47	48
SUMO1 PPI mod	0	-1	-32	-9	4	1	-38	0
DNMT1 inh	2	0	0	0	1	0	-1	3
Rin1 Abl inh	1	2	-4	-2	-2	-2	2	-3
NadD block	-6	-6	7	3	-9	-4	4	-1
LMPTP block	-1.3	-0.4	0.5	-0.2	-1.0	0.9	0.1	-2.4
Neddylation inh	i	i	i	i	i	i	i	i
Rpn11 block	i	i	i	i	i	i	i	i
STEP block	-3	5	-1	1	-1	1	0	-2
CSN inh	-2	1	-3	-1	2	4	1	-3
Scp1 inh	-4	-3	0	-8	-5	0	-5	-12
